TTR transcr act = activators of transthyretin transcription; 1.3% of 92,000 active; AID 1117267; SH-SY5Y TTR promoter Gaussia luciferase, luminescence; 100% = recombinant luciferase protein wells; activation, % at 16.7 µM;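 active = activation above the mean of all tested compounds plus 3 SD, cut at about 9.5% in these data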;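 note: cells exposed to compounds for one day before reading; 0% = median of all test compound wells on the plate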
Numbers without * were called inactive.

TTR transcr act | mol
1.3 | O=c1cc(N2CCOCC2)[nH]c(=O)n1-c1ccc(Cl)cc1
-2.9 | COc1ccc(CNC(=O)C2CCCN(S(=O)(=O)c3ccc(-n4cnnn4)cc3)C2)cc1 (stereo not drawn)
0.3 | Fc1ccc(-n2cc(CNCCc3ccncc3)c(-c3ccccc3Cl)n2)cc1
-0.2 | CC(Oc1ccc(Cl)cc1Cl)C(=O)N(C)c1ccccc1 (stereo not drawn)
12.6* | COC(=O)[C@]1(CC(C)C)N[C@H](c2ccc(-c3ccc(F)cc3)c(OC)c2)[C@@H]2C(=O)N(C)C(=O)[C@@H]21
-2.5 | COc1cccc(OC)c1C(=O)Nc1cc(Cl)ccc1N1CCOCC1
-0.3 | Cc1nc(N)c(C#N)c(-c2ccc3c(c2)OCO3)c1C
0.6 | c1ccc(CN2CCOCCOCCOCC2)cc1
0.5 | CCCOC(=O)c1ccc(NC(=O)c2cc(Cl)ccc2OC)cc1
3.6 | CCOC(=O)C(NCCc1ccccc1F)(NC(C)=O)C(F)(F)F (stereo not drawn)
-1.0 | Cc1noc(C)c1COc1ccc(CC(=O)NCc2ccccc2)cc1
0.9 | CCOC(=O)c1c(C)[nH]c(C(=O)OCC(=O)N(CC)c2c(N)n(Cc3ccccc3)c(=O)[nH]c2=O)c1C
-1.4 | Cc1cc2occ(CC(=O)NC3(C)CCS(=O)(=O)C3)c2cc1C (stereo not drawn)
-1.6 | CCOc1ccc(C2NC(=O)C(C#N)=C(S)N2c2cccc(C)c2)cc1OC (stereo not drawn)
-1.0 | NC(=O)c1cc([N+](=O)[O-])ccc1NCc1ccc(C(=O)O)cc1
-3.3 | Cc1nccn1CC(=O)N/N=C/c1c[nH]c2ccccc12
-0.8 | Cc1nn(Cc2ccccc2)c(Cl)c1C(=O)NCCc1ccc(Cl)cc1
-2.1 | COc1ccc(Cl)cc1NC(=S)NC1CCCC1
-3.6 | COc1ccc(Nc2nc(S(=O)(=O)c3ccc(C)cc3)c(Cl)s2)cc1
-1.6 | CC(C)(C)c1ccc(S(=O)(=O)N2CCN(C(=O)C3CCC3)CC2)cc1
2.6 | Cc1ccc(NC(=S)NNC(=O)c2nn(C)cc2Cl)cc1
-2.0 | NC(=O)c1cc(-c2ccccc2)nc(Oc2ccccc2)n1
-0.5 | CCCCn1nnnc1C(c1cc2ccccc2o1)N1CCN(C(=O)OCC)CC1 (stereo not drawn)
7.9 | O=C(CCN1C(=O)C2CCCCC2C1=O)NNC(=O)c1cccc(Cl)c1 (stereo not drawn)
-1.0 | CCCOC(=O)C1=C(C)NC2=C(C(=O)CCC2)C1c1cccs1 (stereo not drawn)
5.0 | COc1ccc(NC(=O)C2CCN(C(=O)c3ccccc3)CC2)cc1OC
0.6 | C[C@@H]1CCCCO[C@H](CN(C)Cc2ccc3c(c2)OCO3)[C@@H](C)CN([C@H](C)CO)C(=O)c2cc(NC(=O)c3ccccc3)ccc2O1
0.7 | COc1ccc(C(=O)N/C(=C\c2ccc([N+](=O)[O-])cc2)C(=O)NC(CCSC)C(=O)O)cc1 (stereo not drawn)
-0.8 | COC(=O)c1cc2c(s1)-c1ccccc1CC2
0.7 | CCc1cc(-c2n[nH]c(=S)n2C(C)c2ccccc2)cs1 (stereo not drawn)
1.9 | CC1(C)C([N+](=O)[O-])C(c2ccc(Cl)cc2)NC(c2ccc(Cl)cc2)C1[N+](=O)[O-] (stereo not drawn)
2.7 | COC(=O)c1ccc(CN2CCN(CC=C(C)C)C(CCO)C2)cc1 (stereo not drawn)
0.4 | COC(=O)c1ccc(CN2C(=O)NC(c3ccccc3)(c3ccccc3)C2=O)o1
4.3 | CCOC(=O)c1c(C)n(C)c2ccc(OCCN(C)C)cc12
1.1 | CC1CCC(NC(=O)C2c3ccccc3C(=O)N2Cc2cccs2)CC1 (stereo not drawn)
1.6 | O=C(COc1ccccc1Cl)NCCNC(=O)c1cccnc1
-0.8 | Cc1[nH]c2ccccc2c1/C=N/NC(=O)c1cc(-c2ccccc2)n[nH]1
0.4 | COc1ccc(NC(=O)CCOc2ccccc2)cc1
-0.8 | O=C(NC1CCCCN(Cc2ccc(Cl)cc2)C1=O)c1cccc([N+](=O)[O-])c1 (stereo not drawn)
-2.4 | COc1ccc(S(=O)(=O)c2c(O)c3ccc(C(=O)Nc4ccccc4F)cc3[nH]c2=O)cc1
0.0 | CCOC(=O)C1CCN(CC(O)COC(CC)c2ccccc2)CC1 (stereo not drawn)
0.7 | CC(=O)Oc1ccc(/C=C2/C(=O)N(c3ccccc3)N=C2C)cc1
0.7 | COc1cc(/C=C/c2nc3ccccc3c(=O)[nH]2)cc(Cl)c1O
-1.0 | COC(=O)c1ccc(/C=N\NC(=O)CC(=O)NCCc2ccccc2)cc1
6.9 | Cc1ccccc1OCC(=O)NN1CCN(C)CC1
0.5 | O=C(NC1CCCCC1)C(CCc1ccccc1)N1CCc2ccccc2C1 (stereo not drawn)
0.4 | CN1C(=O)[C@H]2[C@@H](c3ccc(C(F)(F)F)cc3)N[C@]3(CCCN(CC4CCCCC4)C3=O)[C@H]2C1=O
-1.8 | COc1ccc(S(=O)(=O)N2CCCCC2)cc1NC(=O)C1CC1
-3.9 | CC(C)c1ccc2nc(SCC(=O)NCC3CCCO3)c(C#N)cc2c1 (stereo not drawn)
2.0 | COc1cc(N=Nc2ccc(C(=O)N(C)C)cc2)c(C)cc1N
-1.6 | COc1ccc(-n2nnnc2C(c2cc3ccccc3o2)N2CCN(C/C=C/c3ccccc3)CC2)cc1 (stereo not drawn)
-1.3 | O=C(NC(=S)N1CCCc2ccccc21)c1ccc(Cl)cc1
4.4 | O=C(O)c1cccc(N2C(=O)c3cccc4cccc(c34)C2=O)c1
0.3 | COc1ccc(CNC(=O)CS(=O)CC(=O)O)cc1OC (stereo not drawn)
7.5 | Cc1ccc(Cl)c2c1NC(=O)C2(O)CC(=O)c1ccc(F)cc1 (stereo not drawn)
-1.4 | COc1ccc(Cn2ccc3ccc(-c4ccc5ccn(C(=O)C6CCCCC6)c5c4)cc32)cc1
-1.1 | CCNC(=S)N(CCc1c(C)[nH]c2ccc(C)cc12)Cc1cc(OC)c(OC)c(OC)c1
-0.9 | Cc1ccc(C(=O)CSc2nnc(C3CC3)n2C2CC2)s1
-0.8 | CCOC(=O)N1C(=O)NC(=O)C1c1ccc(OC)cc1 (stereo not drawn)
2.5 | Cc1nnc(NC(=O)CC(NC(=O)C(F)(F)F)c2ccccc2)s1 (stereo not drawn)

More entries.
TTR transcr act | mol
-1.4 | O=c1nc(SCc2ccc(Cl)cc2)nc(-c2ccccc2)[nH]1
-0.6 | CCN(CC)S(=O)(=O)c1ccc2c(c1)[nH]c(=S)n2CC
-1.0 | Cc1ccsc1CCNC(=O)C1CCC(=O)N(CCc2cccc(F)c2)C1 (stereo not drawn)
3.7 | O=C(COC(=O)C1=COCCO1)Nc1ccc2c(c1)OCO2
-0.3 | COc1cccc(CN(C)CC(=O)Nc2ccccc2C(=O)Nc2ccccc2)c1OC
-0.7 | COC(=O)/C=C1/SC(=Nc2ccc(Cl)c(Cl)c2)NC1=O
-0.7 | O=C(NN1CCOCC1)c1ccc([N+](=O)[O-])cc1
-3.5 | CCOC(=O)[C@@H]1[C@H]2COc3ccc(Br)cc3[C@@H]2N2C(=O)N(c3ccc(C(F)(F)F)cc3)C(=O)[C@@]12C
-1.2 | O=C(NNC(=O)c1ccccc1F)c1ccc(S(=O)(=O)N2CCCCC2)cc1
-1.4 | CSc1cc(-c2ccccc2)n(Cc2ccc(Cl)cc2Cl)c(=O)c1C#N
0.8 | Cc1nn(-c2ccccc2)nc1C(=O)c1c(C)[nH]n(-c2ccccc2)c1=O
0.9 | O=C(CCN1C(=O)c2ccccc2C1=O)Nn1cnnc1
3.7 | CCCNS(=O)(=O)c1ccc(CCC(=O)Nc2ccc3c(c2)OCCO3)cc1
1.0 | CN(Cc1nc(Cc2cccc(F)c2)no1)CC1CCOCC1
-1.7 | C=CCC1(CC=C)CCCN1Cc1nc(COc2ccccc2)no1
-1.4 | CN(Cc1ccon1)Cc1cn[nH]c1-c1ccc(-c2ccccc2)cc1
2.7 | Cn1c(=O)cc(SCC(=O)NCC2CCCO2)c2ccccc21 (stereo not drawn)
-2.1 | COc1cc(C#N)ccc1OCC(=O)NCc1cccs1
-1.0 | O=C1/C(=C/c2ccccc2)Oc2cc(OC(=O)N3CCOCC3)ccc21
2.6 | C[C@@H]1CN([C@@H](C)CO)C(=O)CCCn2nncc2CO[C@H]1CN(C)C(=O)Nc1ccc(N2CCN(C)CC2)cc1
1.0 | O=C1[C@@H]2C(c3cccnc3)=NO[C@@H]2C(=O)N1c1ccc2ccccc2c1
-2.0 | NC(=O)c1c(/N=C/c2cccs2)sc2c1CCCC2
-0.9 | COc1ccc(CC(=O)NNC2=Nc3cccc4cccc2c34)cc1OC
1.4 | COc1ccc(OC)c2c(C)cc(N3CCCN(C)CC3)nc12
-1.0 | O=C(C1CCCN(Cc2nc(-c3ccc(Cl)cc3)no2)C1)N1CCOCC1 (stereo not drawn)
1.0 | CCOC(=O)C1(CCOc2ccccc2)CCN(Cc2cccs2)CC1
0.0 | CC(C)c1ccc(C2OCCCO2)cc1
2.0 | COc1c(Br)cc([N+](=O)[O-])c(OC)c1C(=O)NC(=O)Nc1nc(C)cc(C)n1
-1.5 | COc1ccc(-n2cnc3c(sc4nccc(N(C)C)c43)c2=O)cc1
-1.3 | Cc1ccc(S(=O)(=O)N2CCN(C(=O)COC(=O)CSc3ccccc3)CC2)c(C)c1
2.1 | CCOC(=O)c1c(NC(=O)CN2C(=O)NC3(CCC(CC)CC3)C2=O)sc(C)c1-c1ccc(C)cc1 (stereo not drawn)
-1.1 | Cc1cc2nc(-c3ccccc3)c(Cc3cccc(F)c3)n2c(C)c1Br
-1.8 | O=C(CC(c1ccccc1)c1ccccc1)N1CCN(c2ccccn2)CC1
0.2 | O=C(CC(Cc1ccccc1)c1ccco1)NCc1ccco1 (stereo not drawn)
2.6 | FC(F)(F)c1cccc(NC(=S)NCC(c2cccnc2)N2CCOCC2)c1 (stereo not drawn)
-2.3 | Oc1ccc(Cl)cc1CNc1cccc2cccnc12
6.0 | CNC(=O)c1sc(-c2cccs2)nc1C
-1.3 | O=C(Nc1nccs1)c1cn2ccccc2n1
-1.0 | COc1cc(/C=C2/SC(=S)N(CC(=O)O)C2=O)ccc1OCC(=O)Nc1ccc(C)c(C)c1
-1.8 | FC(F)Oc1ccc(-c2csc(=Nc3cccnc3)n2CC2CCCO2)cc1 (stereo not drawn)
0.6 | CCOc1ccc(-n2c(SCC(N)=O)nnc2-c2ccco2)cc1
4.8 | C[C@H](CO)N1C[C@H](C)[C@@H](CN(C)Cc2ccc(O)cc2)OCc2cnnn2CCCC1=O
10.8* | CC1SC(c2ccccc2Cl)NC1=O (stereo not drawn)
-0.3 | Cc1ccccc1NC1=C(Cl)C(=O)OC1OC(=O)c1ccco1 (stereo not drawn)
1.7 | Clc1ccccc1CSc1nncn1NC/C=C/c1ccccc1
4.1 | [N-]=[N+]=N[C@@H](CCN1CC[C@H](O)CCC1=O)c1ccccc1
-2.9 | CCOC(=O)C1=C(CSCc2ccccc2)NC(=O)NC1c1cc(C)ccc1C (stereo not drawn)
-1.2 | Cc1ccccc1C(=O)N1CCC(C(=O)Nc2ccc(S(=O)(=O)N3CCCCC3)cc2)CC1
1.7 | CCN(CC)CCN1C(=O)C(=O)/C(=C(/O)c2ccncc2)C1c1ccccc1 (stereo not drawn)
6.8 | O=C(CC1C(=O)NCCN1CC1CCCCC1)NCc1ccc(Cl)cc1 (stereo not drawn)
1.9 | Cn1c(CCc2ccccc2)nnc1SCC(=O)N1CCCC1
-3.5 | CCC(=O)Nc1cccc(C(=O)/C=C/c2cccs2)c1
-1.6 | Cc1ccc(N(CCC(=O)Nc2nnc(C3CC3)s2)S(=O)(=O)c2ccccc2)cc1
2.6 | CCCOP(=O)(c1ccc(N(C)C)cc1)C(O)c1cccnc1 (stereo not drawn)
-0.9 | Cc1ccc(NC(=O)COc2coc(CN3CCN(Cc4ccccc4)CC3)cc2=O)cc1
-2.5 | Cc1onc(-c2c(F)cccc2Cl)c1C(=O)N1CCN(c2ncc(Br)cn2)CC1
-0.2 | COc1ccc(Cl)cc1C(=O)NNC(=O)c1nc2nc(C)cc(C)n2n1
-1.6 | COc1ccc(/C=C2\Sc3ccc(C(=O)NCCN4CCCCCC4)cc3N(C)C2=O)cc1
0.4 | CC(=O)N(CC(=O)Nc1nn(-c2ccccc2)nc1C(N)=O)Cc1ccccc1
-2.5 | COc1ccc(/C=C2/SC(c3ccc(C)cc3)=NC2=O)cc1OC
-0.8 | Clc1ccc(CNc2ccc(CNc3ncn[nH]3)cc2)c(Cl)c1

Some of these compounds in order of molecular weight, falling:
TTR transcr act | mol
-1.2 | Cc1ccccc1C(=O)N1CCC(C(=O)Nc2ccc(S(=O)(=O)N3CCCCC3)cc2)CC1
-1.6 | COc1ccc(/C=C2\Sc3ccc(C(=O)NCCN4CCCCCC4)cc3N(C)C2=O)cc1
4.8 | C[C@H](CO)N1C[C@H](C)[C@@H](CN(C)Cc2ccc(O)cc2)OCc2cnnn2CCCC1=O
-1.6 | Cc1ccc(N(CCC(=O)Nc2nnc(C3CC3)s2)S(=O)(=O)c2ccccc2)cc1
-2.9 | CCOC(=O)C1=C(CSCc2ccccc2)NC(=O)NC1c1cc(C)ccc1C (stereo not drawn)
0.4 | CC(=O)N(CC(=O)Nc1nn(-c2ccccc2)nc1C(N)=O)Cc1ccccc1
1.7 | CCN(CC)CCN1C(=O)C(=O)/C(=C(/O)c2ccncc2)C1c1ccccc1 (stereo not drawn)
1.7 | Clc1ccccc1CSc1nncn1NC/C=C/c1ccccc1
-0.8 | Clc1ccc(CNc2ccc(CNc3ncn[nH]3)cc2)c(Cl)c1
0.6 | CCOc1ccc(-n2c(SCC(N)=O)nnc2-c2ccco2)cc1
-2.5 | COc1ccc(/C=C2/SC(c3ccc(C)cc3)=NC2=O)cc1OC
2.6 | CCCOP(=O)(c1ccc(N(C)C)cc1)C(O)c1cccnc1 (stereo not drawn)
1.9 | Cn1c(CCc2ccccc2)nnc1SCC(=O)N1CCCC1
4.1 | [N-]=[N+]=N[C@@H](CCN1CC[C@H](O)CCC1=O)c1ccccc1
10.8* | CC1SC(c2ccccc2Cl)NC1=O (stereo not drawn)

Screening results: PubChem, The Scripps Research Institute Molecular Screening Center

Not all compounds are listed; rates above refer to the full screens.
